Diaph act CS – diaphorase activation or chemical reduction counter-screen | 190,000 compounds, 0.005% hits | activation factor at 20 µM | Diaphorase/resazurin coupled assay, resorufin fluorescence, 16 min; active compounds read high; 1 = vehicle wells, 0 = NADH-free wells | AID 1229;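 active means diaphorase activity raised at least twofold by the compound at 20 µM; inactive means activation factor below 2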
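Test system: Clostridium kluyveri diaphorase, purified enzyme. Buffer or medium: 50 mM HEPES pH 7.4 buffer plus MgCl2 and Tween 20. Also added: 0.114 mM NADH and 0.1 mM resazurin, final amounts. Dosing: compound 20 µM once, DMSO 1%. Schedule: 16 min enzyme reaction, ambient temperature. Detection: fluorescence of resorufin, 544 nm excitation, 590 nm emission.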
PMI act satM6P – activators of human phosphomannose isomerase at near-saturating mannose 6-phosphate; activation factor at 20 µM; coupled PMI enzyme assay, resazurin fluorescence, 20 min; active compounds read high; 1 = untreated enzyme, 0 = substrate-free blank; 190,000 compounds, 0.34% hits; P34949;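 active means activation factor of 2 or more at 20 µM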
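Test system: human phosphomannose isomerase with PGI, G6PDH, diaphorase coupling enzymes / Doses: 20 µM compound, 1% DMSO / Times: enzyme reaction with compound 20 min at room temperature / Measured by: Diaphorase-driven resazurin-to-resorufin fluorescence, excitation 544, emission 590 nm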
PMI activator – increases human mannose-6-phosphate isomerase activity; purified human PMI, coupled resazurin fluorescence, 20 min; active compounds read high; 1 = vehicle control, 0 substrate-free wells; AID 1214; activation factor at 20 µM; P34949; 190,000 compounds, 0.005% hits;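 active means activation factor of 2 or more at 20 µM, relative to plate controls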
DTT redox prof – compounds producing H2O2 with reducing agent – biochemical, NIH compound library profiling, artefact control for MLSCN library redox annotation, primary screen | DTT-dependent redox cycling H2O2, phenol red/HRP absorbance; 100% = 100 µM peroxide control, 0% = buffer | activation, % at 10 µM | 200,000 compounds, 0.03% hits;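 active means activation of at least 50% relative to the plate's high and low controls in the primary single-dose screen; inactive means activation below 50%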;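 further: compound incubated with DTT at 0.8 mM final as the reducing agent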
Hsp70 activator – switches on Hsp70 transcription; activation, % at 10 µM; 200,000 compounds, 0.04% hits; HeLa Hsp70 promoter luciferase reporter, luminescence; scaled: vehicle 0, proteasome-inhibitor control 100%; AID 1203;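 active means activation above the mean across all tested compounds plus 3 SD, cutoff set per campaign, cut at about 5.5% in these data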;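 further: 100% = MG132 at 30 µM as the positive control and 0% = DMSO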
RAM inhibit – inhibitors of the yeast RAM network; AID 868; S. cerevisiae dse1pr::URA3 reporter, 5-FOA growth OD615, 2 d; analog-sensitive cbk1-as2 kinase mutant strain; 190,000 compounds, 1.8% hits; inhibition, % at 50 µM;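 active means inhibition above a set limit, 3 SD over mean compound inhibition, cut at about 8.4% in these data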;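 further: 0% = DMSO-only wells with no growth and 100% = 10 µM 1-NA-PP1 full growth; inhibition rescues growth on 5-FOA so higher OD means more RAM inhibition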
G6PDH CS – inhibits Leuconostoc G6PDH, flagging false hits in G6PDH-based assays; 200,000 compounds, 0.12% hits; inhibition, % at 5 µM; Purified L. mesenteroides G6PDH, diaphorase/resazurin coupled fluorescence, 45 min
S1P3 antagonist – S1P3 (human) receptor antagonism | Q99500 | CHO S1P3 NFAT-BLA reporter, FRET fluorescence, antagonist mode | inhibition, % at 4.98 µM | 170,000 compounds, 0.27% hits | AID 485;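 active means inhibition above the plate cutoff, the mean inhibition of test wells on that plate plus 3 SD, cut at about 28% in these data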;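 further: cells challenged with S1P at its EC80 of 0.8 µM; blue over green emission ratio from cleaved BLA substrate after 4 h stimulation; 0% = S1P-stimulated wells and 100% = unstimulated DMSO-only wells; some compounds past the cut are filed as inactive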
Diaphorase inh – counter-screen for diaphorase-based assays: diaphorase inhibitors and chemical oxidizers; inhibition, % at 20 µM; AID 1217; diaphorase resazurin-to-resorufin fluorescence, NADH, 16 min; bacterial (C. kluyveri) enzyme, not human; 190,000 compounds, 0.69% hits;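 active means primary screen inhibition at 20 µM above a set limit, cut at about 50% in these data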;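 further: plate controls were DMSO with full reaction for no effect and wells lacking NADH for full effect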
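Test system: Clostridium kluyveri diaphorase enzyme / Quantity: diaphorase at 0.14 U/mL in enzyme working solution / Incubation: 16-min room-temperature incubation before reading / Benchmarks: NADH-free wells as positive control, DMSO-only neutral wells / Signal: resorufin fluorescence 544/590 nm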
Lmaj promast – reduces viability of Leishmania major promastigotes. resazurin fluorescence viability. AID 1063. inhibition, % at 10 µM. 200,000 compounds, 9% hits;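 further: promastigotes grown with compound for 44 hours at 28 °C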
TLR4-MyD88 BLA – TLR4-MyD88 interaction inhibition in cells; HeLa CL3-4 TLR4/MyD88 BLA complementation, FRET ratio; inhibition, % at 8.4 µM; 200,000 compounds, 0.18% hits; in the data active means inhibition above about 25%;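 further: 0% = vehicle and 100% = reference inhibitor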
Target sequence (O00206 whole entry, looked up): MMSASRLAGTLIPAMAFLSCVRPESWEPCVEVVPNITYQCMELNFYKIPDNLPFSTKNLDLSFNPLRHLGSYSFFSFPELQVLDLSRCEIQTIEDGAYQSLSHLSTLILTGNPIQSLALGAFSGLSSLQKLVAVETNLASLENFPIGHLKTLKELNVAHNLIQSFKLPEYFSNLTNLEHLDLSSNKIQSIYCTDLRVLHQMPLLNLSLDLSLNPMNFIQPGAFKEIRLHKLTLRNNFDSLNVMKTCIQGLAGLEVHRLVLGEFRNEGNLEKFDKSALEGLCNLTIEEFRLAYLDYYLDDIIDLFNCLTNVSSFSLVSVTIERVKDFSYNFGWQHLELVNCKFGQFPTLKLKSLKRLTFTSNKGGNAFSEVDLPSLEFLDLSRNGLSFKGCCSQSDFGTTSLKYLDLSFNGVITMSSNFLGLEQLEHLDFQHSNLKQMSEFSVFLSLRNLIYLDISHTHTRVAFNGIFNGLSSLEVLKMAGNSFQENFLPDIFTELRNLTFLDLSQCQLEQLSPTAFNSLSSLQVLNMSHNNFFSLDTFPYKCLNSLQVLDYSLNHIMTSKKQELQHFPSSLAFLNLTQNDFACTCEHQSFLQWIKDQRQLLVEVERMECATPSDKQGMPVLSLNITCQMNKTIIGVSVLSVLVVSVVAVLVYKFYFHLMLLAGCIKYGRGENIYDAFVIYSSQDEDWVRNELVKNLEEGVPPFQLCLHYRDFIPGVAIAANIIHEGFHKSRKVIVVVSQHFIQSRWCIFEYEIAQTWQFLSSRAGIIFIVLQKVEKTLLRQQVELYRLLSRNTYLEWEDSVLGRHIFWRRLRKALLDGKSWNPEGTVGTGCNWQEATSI
Target sequence (Q99836 whole entry, looked up): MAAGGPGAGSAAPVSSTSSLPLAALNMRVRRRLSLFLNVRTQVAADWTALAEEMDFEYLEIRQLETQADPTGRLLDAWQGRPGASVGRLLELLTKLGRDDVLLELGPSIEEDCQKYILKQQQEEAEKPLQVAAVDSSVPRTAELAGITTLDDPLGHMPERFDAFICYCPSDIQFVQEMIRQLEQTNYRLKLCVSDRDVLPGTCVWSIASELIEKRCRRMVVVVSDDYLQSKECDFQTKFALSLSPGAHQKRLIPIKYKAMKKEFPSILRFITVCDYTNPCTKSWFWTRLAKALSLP
The depositor's hits bear a star; . = no result given. Unless noted, no stated cut-off is given here; in the data, active means inhibition above about 50%; inactive means the rest.

SMILES	Diaph act CS	PMI act satM6P	PMI activator	DTT redox prof	Hsp70 activator	RAM inhibit	G6PDH CS	S1P3 antagonist	Diaphorase inh	Lmaj promast	TLR4-MyD88 BLA
Cc1cccc(-n2c(C)cc(C(=O)NC3CCCCC3)c2C)c1	0.9	1	0.9	0.3	-0.3	1.5	6	-7	7	4	-4
COc1ccc(CN2C(=O)NC3(CCCCCC3)C2=O)cc1F	0.9	0.9	1.1	.	.	0.4	6	-12	10	.	.
O=C(CNC(=O)c1ccc(S(=O)(=O)N2CCCC2)cc1)N/N=C/c1ccccc1	0.9	1	1	-0.1	-0.2	1.7	7	0	8	87*	4
CCCOc1ccc(/C(O)=C2/C(=O)C(=O)N(CCN(C)C)C2c2ccc(O)c(OC)c2)cc1 (stereo unspecified)	0.9	0.9	1.1	0.2	-0.5	0.2	16	-9	5	8	3
Cc1c(CNC2CCCC(C)C2C)c(C(=O)O)c(C)n1Cc1ccccc1 (stereo unspecified)	1	1	1	0.0	0.5	0.9	-5	-4	3	-6	-11
CN1CCN(CC(=O)N/N=C/c2ccc(F)c(F)c2)CC1	0.9	1.1	1.1	-0.4	-0.3	0.2	-2	6	10	-5	-19
NC(=O)CC[C@H](NC(=O)c1ccc(F)cc1)C(=O)OCC(=O)Nc1ccc(N2CCOCC2)cc1	0.9	1	1.1	0.1	0.2	0.0	8	1	6	-6	3
CC(=O)Nc1ccc(NC(=O)c2ccc(CSc3ccccc3)o2)cc1	1	1.1	1	-0.3	-0.3	5.0	9	-7	0	3	-1
COc1ccc(CCNC(=O)COC(=O)C2CCCCC2)cc1	0.9	0.9	0.9	-0.3	-0.3	1.1	10	10	12	-3	-5
CCOc1cc(/C=N/Nc2ccccc2Cl)ccc1OCC(=O)O	1	3.1*	1.9	-0.1	-0.2	-1.9	-3	3	-2	-6	-3

The list goes on; the last three above are carried over.
SMILES	Diaph act CS	PMI act satM6P	PMI activator	DTT redox prof	Hsp70 activator	RAM inhibit	G6PDH CS	S1P3 antagonist	Diaphorase inh	Lmaj promast	TLR4-MyD88 BLA
CC(=O)Nc1ccc(NC(=O)c2ccc(CSc3ccccc3)o2)cc1	1	1.1	1	-0.3	-0.3	5.0	9	-7	0	3	-1
COc1ccc(CCNC(=O)COC(=O)C2CCCCC2)cc1	0.9	0.9	0.9	-0.3	-0.3	1.1	10	10	12	-3	-5
CCOc1cc(/C=N/Nc2ccccc2Cl)ccc1OCC(=O)O	1	3.1*	1.9	-0.1	-0.2	-1.9	-3	3	-2	-6	-3
COc1ncccc1-c1nnn(-c2ccccc2)n1	0.8	1	0.9	-0.5	0.3	0.5	8	12	18	-2	-8
CCOC(=O)CSc1nc2sc3c(c2c(=O)[nH]1)CC(C)(CC)OC3 (stereo unspecified)	0.8	1.2	1	0.2	-0.1	1.1	1	.	16	-3	-4
Clc1cccc(/C=N/Nc2nc(Cl)nc3ccccc23)c1	0.8	1.1	1	2.4	-0.1	0.3	12	.	21	-1	8
CC(C)=CC(=O)Nc1ccc(Br)cc1	1	0.9	0.9	3.6	0.1	0.5	-23	9	4	4	-6
O=C(CSc1cccc[n+]1[O-])Nc1cc(S(=O)(=O)N2CCOCC2)ccc1N1CCOCC1	0.9	1	1	0.1	-0.4	0.8	10	-17	7	-1	-12
O=C(Nc1ccccc1)Nc1ccccc1C(=O)NCc1ccco1	0.9	0.9	0.9	0.6	-0.3	3.1	-14	35	12	5	15
Nc1[nH]c(N=NC(=O)c2ccc(F)cc2)c2ccccc12	1	1	1	-0.3	-0.2	0.1	4	-13	0	6	-11
Cn1c(O)c(/C=N/Nc2ccccc2)c(=O)n(C)c1=O	1	2.6*	1.7	-0.2	-0.2	-0.3	3	21	4	86*	5
CCN(CC)CC(C)OC(=O)COc1ccc(OC)cc1 (stereo unspecified)	0.8	1.1	1.1	0.6	-0.4	0.0	6	.	16	-1	10
O=C(CCl)Nc1cn(-c2ccccc2)nc1-c1ccccc1	0.8	0.9	1	-1.3	-0.4	2.7	-4	2	23	99*	10
COc1ccc(-c2cc(C(F)(F)F)nc(SCC(=O)Nc3sc4c(c3C#N)CCC4)n2)cc1	0.8	0.8	0.9	-2.4	-0.3	5.3	-29	.	21	3	-13
Cc1cccc(C2CC(c3ccccc3)Nc3nc(N)nn32)c1 (stereo unspecified)	0.9	0.9	0.8	-0.4	0.1	-0.9	20	5	13	27	6
O=C(NNC(=O)c1ccc(NC(=O)c2ccccc2)cc1)Nc1ccccc1	0.9	0.9	0.9	-0.9	0.1	2.4	-4	-4	7	0	-20
O=C(COc1ccccc1Cl)Nc1ccc2c(c1)OCCO2	0.9	1	0.9	1.8	0.5	1.9	0	-4	10	1	8
Cn1cc(Cl)c(C(=O)Nc2nc3ccccc3s2)n1	0.9	1	1	-4.5	-0.2	1.8	-25	.	11	-3	-4
O=C(NCC(=O)N(c1ccccc1)C(C(=O)NC1CCCC1)c1cccnc1)c1cccs1 (stereo unspecified)	1	1.1	1.1	-1.2	0.5	1.9	5	.	5	-2	-19
COc1cc(C(C(=O)NC(C)(C)C)N(C(=O)CNC(=O)c2cccs2)c2ccc(C(C)C)cc2)cc(OC)c1OC (stereo unspecified)	0.9	0.9	0.9	-6.2	-0.2	0.4	11	.	9	0	-9
Cc1ccccc1CCN(C(=O)Cn1nnc2ccccc21)C(C(=O)NCC1CCCO1)c1nc2ccccc2n1C (stereo unspecified)	0.9	1	0.9	0.2	-0.1	1.1	-3	-10	6	-3	-7
C=CCN(C(=O)CNS(=O)(=O)c1ccccc1)C(C(=O)NCCOC)c1ccncc1 (stereo unspecified)	0.9	0.9	0.9	-0.7	-0.5	-0.2	-9	7	14	-1	-11
COc1ccc2ccc3c(c2c1)N=CC1(O3)N(C)c2ccccc2C1(C)C (stereo unspecified)	0.5	0.4	0.7	2.0	-0.3	0.6	25	.	45	24	4
O=c1ccn(CCc2c[nH]c3ccccc23)c2c1CCCC2	1.1	1	1	-1.8	-0.2	1.0	7	20	-7	2	-5
COc1ccc(S(=O)(=O)CC(O)CN2CCCC2=O)cc1 (stereo unspecified)	1	1.1	1	3.7	0.2	0.8	-3	.	2	-6	-1
COc1ccc(-c2nc(C#N)c(NCCc3ccccc3)o2)cc1OC	0.8	0.9	0.9	-4.0	-0.2	1.4	-4	-29	15	21	-2
COc1cc(S(=O)(=O)N(Cc2ccco2)C2CCCC2)ccc1-n1cnnn1	0.8	1.1	1.1	0.8	0.0	6.8	0	12	16	71*	7
Cc1c(N(C)C)nc2ccccc2c1N	0.8	0.8	0.8	2.5	0.7	0.0	2	9	17	16	-6
CN(CC(=O)Nc1cccc(F)c1)CC(=O)Nc1ccc(Cl)cc1[N+](=O)[O-]	0.9	1	1	-0.4	0.5	0.5	0	-17	12	3	-20
Clc1ccc(-c2nnc(CSc3nnc(-c4cccs4)o3)o2)cc1	0.9	0.9	1	-3.3	-0.1	13*	6	.	9	-7	-13
Clc1ccccc1Cc1noc(CN2CCCCC2c2ccccn2)n1 (stereo unspecified)	1	1.1	1	-0.3	0.2	-0.4	0	-4	3	-6	0
CC(C)OCCCNC(=O)Cc1ccc(Br)cc1	1	1.1	1	-0.7	0.0	3.1	4	7	0	-3	7
CC(=O)c1sc(N)c(C(=O)OC(C)C)c1C	0.9	1	1.1	0.8	0.2	0.0	7	.	11	2	6
Cc1ccc(S(=O)(=O)N2CCC(C(=O)NNC(=O)c3cccnc3)CC2)cc1	1	1.1	1	-0.4	-0.1	0.0	10	0	-3	-5	-7
Cc1ccc(S(=O)(=O)N2CCN(CC(=O)N/N=C\c3ccc(Cl)c([N+](=O)[O-])c3)CC2)cc1	0.8	0.9	0.9	0.1	-0.3	-1.1	-46	3	16	15	-7
Cc1nc2ccc(S(=O)(=O)NCC(=O)N3CCN(c4ccccn4)CC3)cc2s1	0.9	1.1	1	0.0	-0.1	1.8	7	-4	9	1	1
COc1ccc(CCNC(=O)CSc2nc3ccccc3c3nc(CCN4CCCCC4)nn23)cc1OC	1.1	1.1	1.1	-0.2	-0.3	-0.6	14	-4	-10	16	-5
CCc1ccc(C(=O)Nc2cc(C)ccc2F)s1	1.1	1	1	0.2	-0.3	1.0	2	-10	-7	3	1
Cc1oc(-c2cccc(Cl)c2)nc1CN1CCCC(C(=O)NCc2ccco2)C1 (stereo unspecified)	1.1	1	1	-4.7	0.0	0.8	8	-48	-6	15	18
O=C(CS(=O)(=O)Cc1ccccc1)Nc1ccc(Cl)cn1	1	1.1	1.1	0.3	0.0	1.1	-7	.	1	9	-6
NC(=O)COc1ccc(/C=N/NS(=O)(=O)c2ccccc2)cc1	0.9	1	1.1	-0.2	0.3	-0.1	13	1	5	-7	-5
COC(=O)CCn1[nH]c(=O)c2ccccc2c1=O	0.9	0.9	0.9	.	-0.1	2.4	-4	-8	8	47	-11
CCOC(=O)C1CCCN(C(=O)c2cncc(Br)c2)C1 (stereo unspecified)	0.9	1.1	1.2	0.0	0.0	2.1	13	0	7	3	4
Cc1cccc(NC(=S)N(CCN2CCOCC2)Cc2cc3cc4c(cc3[nH]c2=O)OCCO4)c1	0.9	1	1	0.0	-0.3	1.5	10	-6	11	25	3

Profiles from above. Values in the order: Diaph act CS | PMI act satM6P | PMI activator | DTT redox prof | Hsp70 activator | RAM inhibit | G6PDH CS | S1P3 antagonist | Diaphorase inh | Lmaj promast | TLR4-MyD88 BLA
Cc1ccc(S(=O)(=O)N2CCC(C(=O)NNC(=O)c3cccnc3)CC2)cc1 is listed with 1 | 1.1 | 1 | -0.4 | -0.1 | 0.0 | 10 | 0 | -3 | -5 | -7
Cc1cccc(NC(=S)N(CCN2CCOCC2)Cc2cc3cc4c(cc3[nH]c2=O)OCCO4)c1 is listed with 0.9 | 1 | 1 | 0.0 | -0.3 | 1.5 | 10 | -6 | 11 | 25 | 3

Entries shown so far with a COOH group (2):
SMILES	Diaph act CS	PMI act satM6P	PMI activator	DTT redox prof	Hsp70 activator	RAM inhibit	G6PDH CS	S1P3 antagonist	Diaphorase inh	Lmaj promast	TLR4-MyD88 BLA
Cc1c(CNC2CCCC(C)C2C)c(C(=O)O)c(C)n1Cc1ccccc1 (stereo unspecified)	1	1	1	0.0	0.5	0.9	-5	-4	3	-6	-11
CCOc1cc(/C=N/Nc2ccccc2Cl)ccc1OCC(=O)O	1	3.1*	1.9	-0.1	-0.2	-1.9	-3	3	-2	-6	-3

Assay outcomes deposited in PubChem by several laboratories.
